Source: PubChem BioAssay (National Center for Advancing Translational Sciences (NCATS))
GAA glycogen mod: qHTS Assay for Inhibitors and Activators of Human alpha-Glucosidase Cleavage of Glycogen | Potency, µM (titrated, usually from 76.4 µM), for the others: at the highest dose activity change, negative = inhibition, actives largely listed as inhibitors | hit rate 0.38% among 300,000 | recombinant GAA, glycogen substrate, Amplex Red glucose oxidase fluorescence | Lysosomal alpha-glucosidase (Homo sapiens), P10253; active = well fitted inhibition curve with a large enough effect; inconclusive = small, poorly fitted or top-dose-only effect, or another doubt; inactive = no such curve, though single readings can be large or run the other way;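 note: 0% = full enzyme reaction and -100% = no-enzyme basal signal; the screen sought inhibitors and activators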
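Natural-substrate format: glycogen cleavage by 4 nM human enzyme, glucose read by Amplex Red coupling (Ex 573, Em 610 nm). Normalized to enzyme and no-enzyme controls.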
* = called active by the depositor; ? = inconclusive; [ ] = another dose, or the depositor's remark. Potency is the fitted concentration of half-maximal effect. Not all compounds are listed, so the mix of outcomes need not match the whole.

SMILES	GAA glycogen mod
Cc1cc(C)c(SCCc2ccncc2)c(C)c1	-7%[76.3 µM]
CC(C)CCN(C(=O)c1csnn1)C(C(=O)NC1CCCC1)c1ccccc1 (stereo not drawn)	0%
COc1ccc(Cc2nnc(NC(=O)c3cc(OC)cc(OC)c3)s2)cc1	4%[76.3 µM]
Cc1ccn2c(CNC(C)c3cn(C)nc3C)c(C(=O)N3CCCCCC3)nc2c1 (stereo not drawn)	2%[76.3 µM]
COCCN1CCN(C(=O)c2ccc3oc(CCCc4ccccc4)nc3c2)CC1	-7%[76.3 µM]
Cc1ccc(CN(CC(=O)NCCc2ccccc2)C(=O)c2csnn2)cc1	-15%
O=C1c2ccccc2C(=O)N1Cc1cc(Cl)c(O)c([N+](=O)[O-])c1	0%
COc1ccc(/C=C2\Sc3ccc(C(=O)NCC4CCCO4)cc3N(C)C2=O)cc1 (stereo not drawn)	0%[76.3 µM]
COc1ccc(CCNC(=O)CCc2cc(OC)c(OC)c(OC)c2)cc1OC	-1%
Cc1cc(C)nc(SCC(=O)OCC(=O)Nc2ccccc2)n1	14%
CC1(c2ccccc2)NC(=O)N(CC(=O)NCc2cccc(Cl)c2)C1=O (stereo not drawn)	-8%[76.3 µM]
COc1ccc(S(=O)(=O)N2CCc3ccccc3C2)cc1C(=O)O	2%
O=[N+]([O-])c1ccc(/C=N/Nc2nc3ccccc3o2)cc1	2%
Cc1ccc(C)c(N2CCN(C3CCCC(C)C3)CC2)c1 (stereo not drawn)	6%[76.3 µM]
CCOc1ccccc1N1CCN(C(=O)c2cc(-c3cccnc3)nc3c(Cl)cccc23)CC1	-4%[76.3 µM]
O=C(Cc1ccon1)c1ccc(O)cc1O	-3%
CCOc1ccc(NC(=O)CNS(=O)(=O)c2c(C)cc(C)cc2C)cc1	1%[76.3 µM]
CN(CCC1CCOCC1)C(=O)CC1C(=O)NCCN1Cc1cccc(F)c1 (stereo not drawn)	-9%[76.3 µM]
CC(=O)N1CCN(c2ccccc2NC(=O)c2ccco2)CC1	-3%[76.3 µM]
CCOc1ccc(Nc2nc(-c3cccnc3)cs2)cc1	1%[76.3 µM]
COc1cc(-c2c(-c3cccc(C)c3)oc3ccccc23)cc(OC)c1OC	-5%[76.3 µM]
CCOC(=O)[C@H](O)[C@@H](O)c1cccc([C@H](O)[C@@H](O)C(=O)OCC)c1	11%[76.3 µM]
COc1ccc(N(CC(=O)NCCOc2ccccc2)S(=O)(=O)c2ccc(C)cc2)cc1	0%
CNC(=O)CC1C(=O)N(c2ccc(Cl)cc2)C(=S)N1NC(=O)c1cccc(F)c1 (stereo not drawn)	5%
COc1ccc(Nc2nc3c(C)cccn3c(=O)c2C=O)cc1	-1%

Later entries:
SMILES	GAA glycogen mod
Cc1csc(N/N=C/c2ccccc2F)n1	6%[76.3 µM]
COc1ccc(OC)c(NC(=O)CSc2nc3ccccc3c(=O)n2CC2CCCO2)c1 (stereo not drawn)	-3%[76.3 µM]
O=C(NNS(=O)(=O)c1ccc([N+](=O)[O-])cc1)C1CCCCC1	-11%[76.3 µM]
CC(NCC(O)COc1ccc2ccccc2c1)c1ccccc1 (stereo not drawn)	1%
O=C(NC1CCSc2ccccc21)c1cccc([N+](=O)[O-])c1 (stereo not drawn)	-9%[76.3 µM]
O=C(Nc1cccnc1)c1cc(-c2ccc(Cl)c(Cl)c2)on1	8%[76.3 µM]
N#Cc1c(-c2ccccc2)nc(SCc2cccc(Cl)c2)[nH]c1=O	-4%
CC(C)CCNC(=O)CN(C(=O)CCC(=O)Nc1nccs1)c1ccc2c(c1)OCCO2	10%[76.3 µM]
CCC(CC)NC(=O)COC(=O)c1ccc2c(c1)C(=O)N(Cc1ccco1)C2=O	-2%[76.3 µM]
O=C1CCCCC1Oc1ccc2ccc(=O)oc2c1 (stereo not drawn)	0%
CCn1c(C(=O)O)c(CC(=O)Nc2cccc(C(F)(F)F)c2)c2ccccc21	-4%
COc1cccc(C(=O)N/N=C/c2ccc(OC)c(COc3ccccc3C(N)=O)c2)c1	2%[76.3 µM]
C/C(=N/NC(=O)c1cccc(Br)c1)C1CC2CCC1C2 (stereo not drawn)	?
CCCC1(c2ccccc2)NC(=O)N(C/C=C/Cl)C1=O (stereo not drawn)	-5%[76.3 µM]
Cc1ccccc1CN1CCNC(=O)C1CC(=O)NCCN1CCCCC1=O (stereo not drawn)	-5%[76.3 µM]
Cc1ccc2c(c1)N(CC(=O)NCC1CCCO1)C(=O)C(C(C)C)O2 (stereo not drawn)	1%
CC(C)c1c(C(=O)N/N=C/c2cccs2)nnn1-c1nonc1N	-1%[76.3 µM]
COc1ccc(Cl)cc1NC(=O)c1cc(-c2ccccc2)on1	-3%[76.3 µM]
Cc1cccc(NC(=O)CCC(=O)N/N=C/c2ccc(O)cc2O)c1	0%
COCCNC(=O)Cn1ccc2cc(S(=O)(=O)N3CCCCC3)ccc21	0%[76.3 µM]
Cc1ccc(Cl)c(OCC(=O)Nc2ccccc2C(=O)NC2CC2)c1	1%[76.3 µM]
C=CCOC(=O)C1=C(C)NC(=O)NC1c1cc2c(cc1Br)OCO2 (stereo not drawn)	-1%[76.3 µM]
CCOc1ccccc1NC(=O)Cn1ncc2ccc([N+](=O)[O-])cc21	-7%
Cc1ccc(NC(=O)NNC(=O)c2cc3ccccc3cc2O)cc1C	9%[76.3 µM]
Cc1[nH]n(-c2ccccc2)c(=O)c1N=Nc1c(Cl)cccc1Cl	0%[76.3 µM]

Continuation:
SMILES	GAA glycogen mod
Cn1c(=N)n(CC(=O)c2ccc(F)cc2)c2ccccc21	1%
CCC(C(=O)NC(CC(=O)O)c1ccc(Cl)cc1)c1ccccc1 (stereo not drawn)	-2%
COCc1nnc(NC(=O)c2ccc(S(=O)(=O)N3CCCC3)cc2)o1	5%[76.3 µM]
COc1cccc(OCc2cc(C(=O)N(C)Cc3nc4ccccc4[nH]3)no2)c1	-18%[76.3 µM]
C/C(=N\NC(=O)c1ccc(Cl)cc1)c1cccnc1	-7%
Cc1nn(CC(=O)NCCc2ccccc2)c(=O)c2cc3occc3n12	-12%[76.3 µM]
O=C(CSc1nnc2c(n1)[nH]c1ccc(F)cc12)NC1CC1	-3%
CCOc1ccc(CNC(=O)CCCn2nc(CC)n3c(cc4occc43)c2=O)cc1	-6%[76.3 µM]
CC(C)C[C@H]1CN=C(Nc2ccccc2)N1CCCC1CCCCC1	-8%[76.3 µM]
O=C(NCc1cccs1)C1CCCN(C(=O)Nc2ccc(F)cc2)C1 (stereo not drawn)	-4%[76.3 µM]
O=C(CSc1nnc(CNC(=O)c2ccccc2)o1)Nc1nccs1	1%[76.3 µM]
O=C(CCC(=O)N1CCOc2ccccc21)Nc1ccccc1Cl	13%[76.3 µM]
O=C(C#Cc1ccccc1)NCc1ccccc1F	-22%[76.3 µM]
CCOc1ccccc1NC(=O)Cn1c(=O)oc2cc(Cl)ccc21	-12%
COc1cccc(CN2CC(C(=O)NCc3ccc(C)c(F)c3)CCC2=O)c1 (stereo not drawn)	2%[76.3 µM]
CC(C)[C@H](NC(=O)c1ccco1)C(=O)Nc1ccc(OC(F)F)cc1	0%
Cc1cc(NC(=O)CSc2nnc(CNC(=O)c3ccc(C(C)(C)C)cc3)o2)no1	2%[76.3 µM]
CC1CCN(C(=O)c2ccc(NC(=O)c3cccs3)cc2)CC1	1%
CCOc1ccc(CNC(=O)Nc2ccccc2)cc1	0%
CC(=O)c1ccc(N2CCN(C(=O)[C@H](C)NC(=O)c3ccccc3Cl)CC2)cc1	1%[76.3 µM]
Cc1ccc(C)c(N2CCN(S(=O)(=O)c3ccc4c(c3)C(C)(C)C(=O)N4C)CC2)c1	1%[76.3 µM]
CC(=O)NC1C(OCCOc2ccc(Cl)cc2C)OC(CO)C(O)C1O (stereo not drawn)	2%
CCC(C)(C)NC(=O)CN(C(=O)CCC(=O)Nc1nccs1)c1ccc2c(c1)OCCO2	3%
Cc1ccc(CNc2nnnn2C)cc1	3%[76.3 µM]
CCOc1ccc(NC(=O)c2ccc(N3CC4CC(C3)c3cccc(=O)n3C4)c(NC(=O)c3ccncc3)c2)cc1 (stereo not drawn)	2%[76.3 µM]

Another view of some results above.
> Cc1ccc2c(c1)N(CC(=O)NCC1CCCO1)C(=O)C(C(C)C)O2 (stereo not drawn)
  GAA glycogen mod: 1%
> O=C(CCC(=O)N1CCOc2ccccc21)Nc1ccccc1Cl
  GAA glycogen mod: 13%[76.3 µM]
> COCCNC(=O)Cn1ccc2cc(S(=O)(=O)N3CCCCC3)ccc21
  GAA glycogen mod: 0%[76.3 µM]
> O=C(CSc1nnc(CNC(=O)c2ccccc2)o1)Nc1nccs1
  GAA glycogen mod: 1%[76.3 µM]

The main list resumes with the four entries that preceded the break.
SMILES	GAA glycogen mod
CC(=O)NC1C(OCCOc2ccc(Cl)cc2C)OC(CO)C(O)C1O (stereo not drawn)	2%
CCC(C)(C)NC(=O)CN(C(=O)CCC(=O)Nc1nccs1)c1ccc2c(c1)OCCO2	3%
Cc1ccc(CNc2nnnn2C)cc1	3%[76.3 µM]
CCOc1ccc(NC(=O)c2ccc(N3CC4CC(C3)c3cccc(=O)n3C4)c(NC(=O)c3ccncc3)c2)cc1 (stereo not drawn)	2%[76.3 µM]
Cc1ccccc1-c1nc2sc(C)c(C)c2c(=O)o1	-2%[76.3 µM]
CSCC[C@H](NC(=O)[C@H](Cc1ccccc1)n1c(=O)[nH]c2ccccc2c1=O)C(=O)N1CCC(C(=O)O)CC1	-9%[76.3 µM]
COC(=O)c1[nH]c2cc(OC)c(OC)cc2c1/C=N/Nc1ccccc1	2%
Cc1c(C)c2ccc(OCC(=O)NCCc3c[nH]c4ccccc34)c(C)c2oc1=O	-6%[76.3 µM]
COc1ccc(C(=O)CCC(=O)Nc2cc(Cl)c(O)c(Cl)c2)cc1	2%
O=C(Nc1ccc(CN2CCOCC2)cc1)c1ccc(Br)o1	5%
O=C(O)c1ccc(S(=O)(=O)N(CCc2ccccc2)Cc2ccc(Cl)cc2)cc1	-15%[76.3 µM]
Cc1ccc(NC(=O)CN(C)CCOc2ccccc2)c([N+](=O)[O-])c1	-3%
Cc1ccnc(NC(=O)CCC(=O)N(CC(=O)NCc2ccc(F)cc2)c2cccc(F)c2)c1	14%
CSc1cccc(N/C(=N/S(=O)(=O)c2ccccc2)NN)c1	-13%
CCC(C)NC(=O)C1CCN(S(=O)(=O)c2ccc3[nH]c(=O)ccc3c2)CC1 (stereo not drawn)	7%[76.3 µM]
COc1ccc(C2=NN(C(=O)c3ccccc3)C(c3ccc(OC)c(OC)c3)C2)cc1OC (stereo not drawn)	1%
Cc1ccc2nc(SCC(=O)NCc3ccc(F)cc3)[nH]c2c1	-8%
CCc1ccc(CN2CCC(Oc3ccc(C(=O)N4CCCCC4)cc3)CC2)cc1	-5%[76.3 µM]
N#Cc1ccc2c(c1)C[C@]1(CCCCN3C(=O)c4ccccc4C3=O)Oc3c(c(=O)oc4ccc(F)cc34)C2O1	-18%[15.3 µM]
C=CCn1c(SCC(=O)N2CCN(c3ccccc3)CC2)nc2c([nH]c3ccccc32)c1=O	-9%[76.3 µM]
CSc1ccc(CCNC(=O)CCc2nnc3ccc(N4CCCC4)nn23)cc1	-3%[76.3 µM]
Cc1ccc([N+](=O)[O-])cc1NC(=O)CSc1nnc(C)n1CC1CCCO1 (stereo not drawn)	1%
CC(=O)c1c(CSc2ccccc2)oc2ccc(O)c(CN(C)C)c12	-15%
COc1ccccc1C(=O)NCC(=O)NC(C)c1ccc(-n2ccnc2)cc1 (stereo not drawn)	-2%[76.3 µM]
Cc1ccc(N(CC(=O)NCC2CCCO2)C(=O)CCC(=O)Nc2cc(C)on2)cc1 (stereo not drawn)	5%[76.3 µM]
COc1c([N+](=O)[O-])cc(C(=O)NNC(=O)c2ccc(C)cc2)cc1[N+](=O)[O-]	8%[76.3 µM]
Cc1ccccc1CN1CCC(N2CCC(C(=O)NCC3CCCO3)CC2)CC1 (stereo not drawn)	1%[76.3 µM]
O=C(N/C(=C/c1ccc([N+](=O)[O-])cc1)C(=O)N1CCCC1)c1ccccc1	-5%
CC1(C)CC(NC(=O)c2cc([N+](=O)[O-])cc([N+](=O)[O-])c2)CC(C)(C)N1	-6%[76.3 µM]

New compounds follow.
SMILES	GAA glycogen mod
CCn1c(SCC(=O)NC2CCCCC2)nc2ccccc2c1=O	-4%[76.3 µM]
COc1ccc(C(=O)c2c(C)c(CCC#N)n3ccccc23)c(OC)c1	-11%
O=C(CSc1nnc(C2CC2)n1CC1CCCO1)Nc1cccc(Cl)c1 (stereo not drawn)	1%
CC(C)(C)CC(=O)Nc1nnc(SCC(=O)NC2CCCCC2)s1	10%[76.3 µM]
Cc1nnsc1S(=O)c1ccc(F)cc1 (stereo not drawn)	0%
C=CCNC(=O)c1cn(CC)c2cc(N3CCN(C(=O)c4ccco4)CC3)c(F)cc2c1=O	2%[76.3 µM]
COc1ccc(NC(=O)c2ccc(NC(=O)c3ccncc3)cc2)cc1	-7%
C=CCN1C(=O)c2ccccc2Sc2ccc(C(=O)NC(C)C)cc21	5%
CNC(=S)N1C2CCCC1CC(NC(=O)c1ccc(F)cc1)C2 (stereo not drawn)	-6%[76.3 µM]
Cc1c(Cl)cccc1NC(=O)c1ncn(-c2ccccc2)n1	14%[76.3 µM]
